HTT aggregate: inhibitors of mutant huntingtin aggregate formation in PC12 cells | Potency, µM (titrated, usually from 46.1 µM), for the others: at the top dose activity change, negative = inhibition, actives largely listed as inhibitors | hit rate 1.1% among 220,000 | PC12 HttQ103-GFP aggregates, Acumen cytometry, 40 h; further: potency means the concentration at half of the fitted maximal effect; on the % scale 0 is the no-effect control and ±100 the full control effect; nearly all actives have a fitted effect of over 60% in size
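Multiplexed with ATP-based cell death, this channel scores GFP aggregates in PC12 cells expressing inducible HTTex1-Q103-GFP. Induction used 100 nM tebufenozide; compounds were tested in concentration series.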
L3MBTL1 block: inhibitors of human L3MBTL1; Q9Y468; AlphaScreen L3MBTL1–H3K9me1 peptide binding; Potency, µM (highest dose often 57.1 µM), inactives show at the top dose activity, negative = inhibition, usual class: inhibitors; hit rate 0.66% among 230,000; further: potency means the concentration at half of the fitted maximal effect; on the % scale 0 is the no-effect control and ±100 the full control effect; nearly all actives have a fitted effect of over 60% in size
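First, the protein-peptide complex forms for 30 min at room temperature (L3MBTL1 50 nM, biotinylated H3K9me1 peptide 75 nM). Next, compounds are pin-transferred and incubated 30 min. Finally, AlphaScreen beads are added and read after 30 min.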
CBFb-RUNX1 inh: CBF-beta/RUNX1 interaction disruption. AlphaScreen CBFb-His/RUNX1-biotin binding, biochemical. Potency, µM (series often up to 59.8 µM), without a hit: at the top dose activity, negative = inhibition, actives largely listed as inhibitors. 230,000 tested, under 10 active. AID 1477; further: % of control where 0% means no effect
Target sequence (Q01196 whole entry, looked up): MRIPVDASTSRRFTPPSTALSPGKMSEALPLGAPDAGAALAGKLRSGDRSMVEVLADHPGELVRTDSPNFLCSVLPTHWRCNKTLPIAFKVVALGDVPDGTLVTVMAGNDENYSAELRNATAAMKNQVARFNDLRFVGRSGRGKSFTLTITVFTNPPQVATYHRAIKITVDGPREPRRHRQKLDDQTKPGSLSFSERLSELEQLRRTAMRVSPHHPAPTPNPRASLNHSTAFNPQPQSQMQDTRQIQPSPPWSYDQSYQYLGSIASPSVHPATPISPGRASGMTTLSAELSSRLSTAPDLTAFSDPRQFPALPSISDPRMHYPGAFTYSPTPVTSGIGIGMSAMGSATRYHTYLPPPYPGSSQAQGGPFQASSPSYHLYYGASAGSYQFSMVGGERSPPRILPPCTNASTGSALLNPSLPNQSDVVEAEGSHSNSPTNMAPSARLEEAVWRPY
Target sequence (Q13951 whole entry, looked up): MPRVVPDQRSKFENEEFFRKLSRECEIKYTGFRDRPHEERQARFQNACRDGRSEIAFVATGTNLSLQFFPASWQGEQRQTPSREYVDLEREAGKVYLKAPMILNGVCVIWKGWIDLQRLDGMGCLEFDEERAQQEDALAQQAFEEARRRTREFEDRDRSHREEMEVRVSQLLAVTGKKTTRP
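AlphaScreen proximity signal reports loss of binding between His-tagged CBF-beta and biotin-labelled RUNX1, each at 30 nM. Proteins are pre-associated for 20 minutes, compounds added for 15 minutes, then beads for 90 minutes, all at ambient temperature.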
NPSR antagonist: blocks cAMP signaling of the human neuropeptide S receptor | AID 1461 | Q6W5P4 | CHO-NPSR cells, cAMP TR-FRET, antagonist mode | hit rate 1% among 220,000 | Potency, µM (titrated, usually from 38.3 µM), inactives show at the highest dose activity change, negative = inhibition, most hits filed as inhibitors; further: potency means the concentration at half of the fitted maximal effect; on the % scale 0 is the no-effect control and ±100 the full control effect; nearly all actives have a fitted effect of over 50% in size; many of its hits are not listed in these tables
Target sequence (Q6W5P4 whole entry, looked up): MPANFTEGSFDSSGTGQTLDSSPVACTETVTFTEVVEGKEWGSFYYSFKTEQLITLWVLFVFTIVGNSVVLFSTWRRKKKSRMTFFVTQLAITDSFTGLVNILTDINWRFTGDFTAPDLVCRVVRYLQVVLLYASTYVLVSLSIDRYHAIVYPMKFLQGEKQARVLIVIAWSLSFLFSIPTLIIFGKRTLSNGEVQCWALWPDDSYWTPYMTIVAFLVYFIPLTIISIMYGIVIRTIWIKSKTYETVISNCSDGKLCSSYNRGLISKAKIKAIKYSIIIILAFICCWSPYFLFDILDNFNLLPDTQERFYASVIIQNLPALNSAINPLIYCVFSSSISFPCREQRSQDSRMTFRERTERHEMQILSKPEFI
Epigenetic reg: epigenetic control regulation, reporter derepression; murine LDR cells, GFP reporter derepression, 30 h; Potency, µM (series often up to 53.9 µM), for the others: top-dose GFP activation, usual class: activators; hit rate 0.2% among 280,000; further: potency means the concentration at half of the fitted maximal effect; % of control where 0% means no effect; nearly all actives have a fitted effect of over 60% in size
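In this reporter-derepression format, murine cells bearing a silenced integrated CMV-GFP locus incubate with test compound (30 h, 37 C), then are washed and imaged; fluorescent objects of 20–120 um count as induced cells.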
KinaseGlo FLuc: counter-screen: inhibitors of Kinase-Glo firefly luciferase; Q27757; Kinase-Glo luciferase, ATP luminescence, 8 min; Potency, µM (doses to about 38.3 µM), for the others: at the highest dose activity change, negative = inhibition, hits mostly inhibitors; hit rate 0.28% among 200,000; further: potency means the concentration at half of the fitted maximal effect; on the % scale 0 is the no-effect control and ±100 the full control effect; nearly all actives have a fitted effect of over 60% in size
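Compounds were added to a substrate mix at pH 7.2 (50 mM imidazole, 10 uM ATP, within the enzyme's linear range), followed by Kinase-Glo detection reagent; luminescence was measured after 8 minutes at ambient temperature.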
IMPase Li cell: cell-permeable IMPase inhibitors with lithium potentiation; Potency, µM (top dose mostly 59.4 µM), for inactives: at the top dose activity, negative = IMPase inhibition, most hits filed as inhibitors; CHO-M1 cells, IP1 TR-FRET (IP-One), carbachol + lithium; hit rate 0.35% among 210,000; AID 1457;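 further: IP1 builds up when IMPase is blocked and the TR-FRET signal falls; potency means the concentration at half of the fitted maximal effect; plate controls were basal vehicle for no effect and high inhibitor control for full effect; nearly all actives have a fitted effect of over 50% in size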
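CHO cells stably expressing M1 receptor (2000/well, cultured 16–30 h) treated 30 min at 37C with compound plus low lithium. Cytosolic IP1 by TR-FRET (665/620 ratio and 620 channel) after 10 min lysis; AC50 by Hill fit.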
Starred values were filed as active, the others as inactive; ? = inconclusive; nt = not tested or not shown; & = joins results of further samples; [ ] = dose if it differs, or a comment. The call rests on the fitted dose curve; in most records, active means well fitted curve in the direction sought with a large enough effect; inconclusive means small, poorly fitted or top-dose-only effect, or another doubt; inactive means no such curve, though single readings can be large; an effect the other way counts as inactive or inconclusive.

Every second line gives: HTT aggregate | L3MBTL1 block | CBFb-RUNX1 inh | NPSR antagonist | Epigenetic reg | KinaseGlo FLuc | IMPase Li cell
> COc1ccc2[nH]cc(CCNC(=O)c3ccc([N+](=O)[O-])cc3)c2c1
  -1%[9.22 µM] | -13% | -3% | -10% | 1.1% | -2% | 7%
> Cc1ccccc1Nc1ncnc2c1cnn2-c1ccccc1
  ? | -7% | 6% | -11%[46.1 µM] | 0.0% | 1% | 26%[38.3 µM]
> COc1ccc(-c2nc(C)c(C(C)=O)n2O)cc1OC
  5% | 3% | -7% | -10%[46.1 µM] | 4.8% | -10% | 15%[38.3 µM]
> O=S(=O)(c1ccc2nc(-c3ccccc3)[nH]c2c1)N1CCN(c2ccc(Cl)cc2)CC1
  -6% | 4% | -13% | -27% | 3.1% | 0% | -12%
> COc1ccc2nccnc2c1[N+](=O)[O-]
  19%[9.22 µM] | 8% | 3% | -1%[7.67 µM] | -1.4% | nt | nt
> COCCCNC(=O)c1ccc([N+](=O)[O-])cc1
  4% | -13% | 16% | 7% | -2.8% | 0% | 4%
> O=C(Nc1cc(-c2nn(CC(=O)N3CCCCC3)c(=O)c3ccccc23)ccc1N1CCOCC1)c1ccc(Cl)cc1
  9% | -7% | 1% | -12%[46.1 µM] | 1.2% | -2% | -6%[38.3 µM]
> CCC(OC(=O)c1nsc(Cl)c1Cl)C(=O)NCc1cccs1 (stereo unspecified)
  -12% | 2% | 17% | -7%[46.1 µM] | -1.2% | -2% | 1%
> COc1ccc(C2=CC(c3ccc(OC)c(OC)c3)n3nnnc3N2)c(OC)c1 (stereo unspecified)
  19% | 4% | 0% | -25%[46.1 µM] | -2.6% | nt | nt
> Nc1nnc(SCC(=O)OCC(=O)Nc2ccc(Br)cc2F)s1
  3% | nt | 3% | 18% | 1.1% | -1% | 0%

Overlap with the part before: three entries, followed by the next part.
Every second line gives: HTT aggregate | L3MBTL1 block | CBFb-RUNX1 inh | NPSR antagonist | Epigenetic reg | KinaseGlo FLuc | IMPase Li cell
> CCC(OC(=O)c1nsc(Cl)c1Cl)C(=O)NCc1cccs1 (stereo unspecified)
  -12% | 2% | 17% | -7%[46.1 µM] | -1.2% | -2% | 1%
> COc1ccc(C2=CC(c3ccc(OC)c(OC)c3)n3nnnc3N2)c(OC)c1 (stereo unspecified)
  19% | 4% | 0% | -25%[46.1 µM] | -2.6% | nt | nt
> Nc1nnc(SCC(=O)OCC(=O)Nc2ccc(Br)cc2F)s1
  3% | nt | 3% | 18% | 1.1% | -1% | 0%
> COC(=O)c1ccc(NC(C)=O)o1
  8% | 1% | 2% | -2%[46.1 µM] | -1.4% | -3% | -23%[38.3 µM]
> CCN1C(=O)C(C)S/C1=N\S(=O)(=O)c1ccc(F)cc1 (stereo unspecified)
  3% | 2% | -1% | 22% | 2.1% | 1% | -1%
> CC(C)(C)NC(=O)c1cccc(NC(=O)c2ccco2)c1
  0% | 15% | -4% | 4%[46.1 µM] | -0.8% | 0% | 1%
> CCOC(=O)C(=O)/C(=C\N(C)C)c1onc(-c2c(F)cccc2Cl)c1C(=O)OC
  4% | 6% | 14% | -15%[46.1 µM] | -4.5% | 3% | 42%[activator][38.3 µM]
> CSc1c[n+]2c(n1C)CCC2
  -2% | -2% | 6% | -3%[46.1 µM] | -2.2% | nt | nt
> COC(=O)c1sc(C(C)(C)C)cc1CS(=O)(=O)c1ccccn1
  1%[9.22 µM] | 11% | 20% | 5% | -2.4% | nt | nt
> O=C(NCc1ccc2c(c1)OCO2)c1cc2c(s1)CSC2
  10% | -6% | 6%[2.36 µM] | 3% | -0.4% | -2% | 6%
> CCN(CC)C(=O)c1ccccc1NC(=O)c1ccccc1SC
  0%[9.22 µM] | -2% | 5% | -5% | -1.6% | 0% | 4%
> COc1ccc(/C=C/C(=O)Nc2ccc(-n3nncc3-c3ccc(OC)c(OC)c3)cc2)cc1OC
  1% | -7% | -4% | -44% | 3.0% | 5% | -2%
> COc1ccc(O)c(C(=O)c2cnn(C(=O)c3cccc(S(=O)(=O)N4CCOCC4)c3)c2)c1
  ? | -8% | 24% | 2% | 0.3% | -6% | 20%
> CCC(C)NC(=O)CS(=O)Cc1nc(-c2cccc(OC)c2)oc1C (stereo unspecified)
  2% | nt | 1% | -8%[46.1 µM] | 6.5% | -1% | 2%[38.3 µM]
> CCc1nc(NCc2ccccn2)c2oc3ccccc3c2n1
  13µM* | 5% | 1% | 1%[46.1 µM] | 5.8% | 1% | 18%[38.3 µM]
> Cc1ccc(NC(=O)COC(=O)CNC(=O)c2ccco2)cc1
  -6% | -5% | 5% | 6% | 2.5% | 0% | -3%
> O=C1OCC(Cn2c3ccccc3c3ccccc32)O1 (stereo unspecified)
  12% | 8% | -1% | 22%[46.1 µM] | -3.0% | 3% | -30%[38.3 µM]
> Nc1c(-c2ccc(Cl)cc2)nnn1-c1ccccc1
  -9% | 7% | 8% | 4%[46.1 µM] | -0.8% | -12% | 3%[38.3 µM]
> COCc1cc(SC2CCCCC2)nc(C)n1
  -8%[9.22 µM] | 2% | 3% | -3% | -1.3% | 1% | -2%
> CCN1CCc2c(C#N)c(NCc3ccccc3)nc(NCCO)c2C1
  3% | 0% | 4% | 11%[46.1 µM] | 0.6% | 3% | -13%[38.3 µM]
> CCn1ncc(C2C(C(=O)Nc3ccc(C)cn3)=C(C)NC3=C2C(=O)CCC3)c1C (stereo unspecified)
  9% | 2% | 0% | 11% | 1.1% | 0% | -1%
> Cc1nc(CSc2nnc(C)s2)cs1
  -3% | 1% | 1% | 1% | 0.0% | 0% | -3%
> Cc1ccc(C)c(S(=O)(=O)N2CCNCC2)c1
  -2% | -23% | 4% | 21% | 2.3% | 0% | 3%
> O=C(COC(=O)c1cc(C(F)(F)F)cc(C(F)(F)F)c1)NCc1ccc(Cl)cc1
  -7% | 6% | -1% | 1% | 3.1% | 4% | -3%
> O=c1c(-c2cnn(-c3ccccc3)c2)coc2cc(O)ccc12
  8%[9.22 µM] | -1% | 8% | 49% | 0.0% | nt | 1%
> CNCCCOc1ccc(Cl)cc1C(C)(C)C
  -4%[9.22 µM] | -4% | 4% | -24% | 1.1% | 0% | 19%
> Cc1ccc(-c2cc(C(=O)Nc3c(C)n(C)n(-c4ccccc4)c3=O)[nH]n2)c(O)c1C
  24%[9.22 µM] | -7% | 0% | 11% | 1.3% | nt | nt
> CCNC(=S)NS(=O)(=O)c1ccc(CC)cc1
  -16% | 5% | -3% | 3%[46.1 µM] | -1.1% | 1% | 4%[38.3 µM]
> C=CCNc1nc(-c2ccccc2)nc(-n2ccnc2)n1
  -13% | 0% | 4% | -7%[46.1 µM] | 0.0% | -5% | 10%[38.3 µM]
> CC(=O)N1CCC2(CC1)CC(=O)c1cc(OCC(=O)N3CCOCC3)ccc1O2
  -11% | nt | 0% | 8% | -0.9% | 2% | -5%
> COc1ccc(S(=O)(=O)N2C3CCC2CC(NC(=O)C2CC2)C3)cc1 (stereo unspecified)
  -5% | -1% | 0% | 6%[46.1 µM] | -1.0% | 3% | -10%[38.3 µM]
> COc1ccc(Nc2nc3c(C)cccc3cc2C#N)c(OC)c1
  3% | 14% | 18% | -13% | ? | 3% | -18%
> COc1ccc(OC)c(NC(=O)CS(=O)(=O)Cc2nc(-c3ccccc3C)oc2C)c1
  ? | -10% | -7% | -11%[46.1 µM] | 0.0% | 2% | 25%[38.3 µM]
> CCCCN(CCCNC(=O)CN1C(=O)COc2ccccc21)c1ccccc1
  ? | ? | 8% | ? | 7.9% | -1% | 44%[activator][38.3 µM]
> NC(C(=O)O)[C@@H]1CC(Cl)=NO1 (stereo partly specified)
  -37% | nt | 2% | nt | -1.3% | -3% | -3%
> Cc1ccc(OCC(O)C(C)NC(C)C)c2c1CCC2 (stereo unspecified)
  nt | nt | 6%&7% | ? | 1.2%&1.1% | -3% | ?
> O=C(COC(=O)c1cc(Br)ccc1Cl)NC1CCCC1
  2% | 6% | -4% | -3% | 2.5% | 3% | -3%
> COc1cc(/C=C2\SC(N3CCc4ccccc4C3)=NC2=O)cc(OC)c1OC
  26% | 5% | 3% | -8% | -1.1% | 1% | 17%
> CC(C)(C)CC(C)(C)c1ccc(OCOCCOCCO)c(Cc2cc(C(C)(C)CC(C)(C)C)cc(Cc3cc(C(C)(C)CC(C)(C)C)ccc3OCOCCOCCO)c2OCOCCOCCO)c1
  nt | nt | 5%[21.7 µM] | nt | 0.0%[16.9 µM] | 2%[17.1 µM] | 3%
> O=C(NCC1CCCO1)c1cccc(S(=O)(=O)NCc2ccccc2)c1 (stereo unspecified)
  -2% | nt | -3% | 2% | -0.3% | nt | 6%
> O=C1C=C(Nc2ccccc2C(=O)O)c2ccccc2C1=O
  -12%[9.22 µM] | nt | ? | -42% | -1.9% | nt | nt
> Cc1ccc(Cn2ccnc2C(=O)Nc2ccccc2)cc1
  -27% | 23% | 21% | -12% | 3.2% | 1% | 3%
> COc1ccc(NC(=O)CNS(=O)(=O)c2ccc(Cl)cc2)cc1OC
  -11% | -2% | 2% | 9% | -4.3% | 1% | -8%

Compounds shown so far that contain a cyano group:
Every second line gives: HTT aggregate | L3MBTL1 block | CBFb-RUNX1 inh | NPSR antagonist | Epigenetic reg | KinaseGlo FLuc | IMPase Li cell
> CCN1CCc2c(C#N)c(NCc3ccccc3)nc(NCCO)c2C1
  3% | 0% | 4% | 11%[46.1 µM] | 0.6% | 3% | -13%[38.3 µM]
> COc1ccc(Nc2nc3c(C)cccc3cc2C#N)c(OC)c1
  3% | 14% | 18% | -13% | ? | 3% | -18%

Further structures follow:
Every second line gives: HTT aggregate | L3MBTL1 block | CBFb-RUNX1 inh | NPSR antagonist | Epigenetic reg | KinaseGlo FLuc | IMPase Li cell
> Cc1ccc(COc2cccc3c2CCN(Cc2ccc(F)cc2)C3=O)cc1
  -28% | 31%[activator] | 23% | -23% | 1.0% | 3% | 19%
> CC1CN(C(=O)/C(C#N)=C2\N=C(NC(=O)c3ccccc3Cl)c3ccccc32)CC(C)O1 (stereo unspecified)
  20% | -2% | -3% | -6% | 3.0% | 1% | 0%
> COc1cc(NC(=O)C2CCCCC2)c(OC)cc1NC(=O)CCC(=O)NCc1ccco1
  19% | -4% | -8% | 14%[46.1 µM] | 0.0% | -1% | -1%[38.3 µM]
> COc1ccccc1NC(=O)COC(=O)Cc1ccc(S(=O)(=O)N2CCCCC2)s1
  16% | nt | 4% | 6% | 1.1% | -3% | 0%

High-throughput results: PubChem BioAssay, National Center for Advancing Translational Sciences (NCATS)

A portion of the library; the hit share may differ from the screen's.
